HKDC1 inhibitor: HKDC1 (human) hexokinase inhibition. Q2TB90. recombinant HKDC1, G6PDH/diaphorase resazurin coupled fluorescence. inhibition, % at 20 µM. 0.16% of 340,000 active. AID 493160;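 active = inhibition above about 35% when tested at 20 µM, limit read from the data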;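 also: plate controls were DMSO wells with enzyme for no effect and DMSO wells lacking enzyme for full effect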
Target sequence (Q2TB90 whole entry, looked up): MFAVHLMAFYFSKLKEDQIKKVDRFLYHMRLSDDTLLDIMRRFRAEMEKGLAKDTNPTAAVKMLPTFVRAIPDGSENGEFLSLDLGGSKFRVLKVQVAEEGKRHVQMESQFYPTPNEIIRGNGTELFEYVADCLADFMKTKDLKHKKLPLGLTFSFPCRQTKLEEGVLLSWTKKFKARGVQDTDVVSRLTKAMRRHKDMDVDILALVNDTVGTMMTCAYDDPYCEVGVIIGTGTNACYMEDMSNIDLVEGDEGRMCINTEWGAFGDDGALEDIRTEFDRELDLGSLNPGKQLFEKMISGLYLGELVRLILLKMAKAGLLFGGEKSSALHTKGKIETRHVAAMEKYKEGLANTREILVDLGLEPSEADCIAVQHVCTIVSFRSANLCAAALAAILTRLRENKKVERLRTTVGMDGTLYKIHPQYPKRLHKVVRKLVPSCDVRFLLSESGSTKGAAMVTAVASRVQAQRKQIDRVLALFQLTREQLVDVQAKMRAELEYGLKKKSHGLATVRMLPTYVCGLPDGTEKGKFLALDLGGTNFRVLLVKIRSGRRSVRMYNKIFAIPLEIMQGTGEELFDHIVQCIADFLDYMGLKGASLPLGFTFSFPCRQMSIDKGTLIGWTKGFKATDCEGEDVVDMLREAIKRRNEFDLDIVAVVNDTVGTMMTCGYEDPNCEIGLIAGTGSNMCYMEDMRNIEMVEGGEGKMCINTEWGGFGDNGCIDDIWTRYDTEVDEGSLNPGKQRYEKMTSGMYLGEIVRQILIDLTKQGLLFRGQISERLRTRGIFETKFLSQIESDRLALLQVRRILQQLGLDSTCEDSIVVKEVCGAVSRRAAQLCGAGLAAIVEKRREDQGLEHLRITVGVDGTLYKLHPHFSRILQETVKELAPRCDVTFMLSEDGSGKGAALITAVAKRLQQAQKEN
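Test system: recombinant HKDC1 (HK5) hexokinase enzyme, produced in-house / Doses: 20 µM test compound, 1% DMSO / Timing: 90 min, room temperature / Detection: G6PDH/diaphorase-coupled fluorescence, 1 mM NADP, 100 µM resazurin, 525/613 nm / Control set: DMSO wells with and without enzyme mix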
beta cell repl: MIN6 beta-cell proliferation induction. proliferation, % at 10 µM. AID 2380. MIN6 cells proliferation, ATPlite luminescence, 48 h; cells starved in 0.2% serum; 100% = growth in 10% serum. 0.29% of 330,000 active;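 active = compounds whose signal lies at least 3.5 SD above the mean of all wells on their plate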;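 also: 0% = DMSO-treated cells in low-serum medium and 100% = 10% serum control; some compounds called inactive have numbers as strong as hits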
UBC13 polyUb: blocks human UBC13 polyubiquitin chain formation; TR-FRET; inhibition, % at 20 µM; P61088; 0.47% of 330,000 active; AID 485273; in the data active = inhibition above about 45%, passing the limit was not always enough
SENP1 inh: blocks the human SENP1 SUMO protease catalytic domain; 0.21% of 360,000 active; recombinant SENP1 catalytic domain, CyPet-SUMO1-YPet FRET cleavage; inhibition, % at 10 µM; AID 624204; Q9P0U3;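 active = inhibition at least 30% at 10 µM, raw YFP signal under a set limit, fluorescence ratio 0.5 to 1.5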;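 also: 0% = enzyme with DMSO and 100% = no enzyme wells; some results filed as inactive read as strong as hits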
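Controls: no-enzyme wells low, DMSO-plus-enzyme wells high control. Test system: human recombinant His6-tagged SENP1 catalytic domain enzyme. Reagent: SFCypet-SUMO1-SFYpet FRET protein substrate, 25 nM final. Doses: one dose per compound, 10 µM, 0.5% DMSO. Detection: FRET, CFP and YFP emission. Timing: 50 min reaction at room temperature.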
SENP6 inh: blocks the human protease SENP6; AID 2599; inhibition, % at 10 µM; 1.8% of 330,000 active; Q9GZR1; Recombinant SENP6 catalytic domain, aminoluciferin luminescence;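 active = inhibition above about 50% at the single tested dose, limit read from the data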;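 also: plate controls were DMSO wells with enzyme for no effect and DMSO wells lacking enzyme for full effect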
SENP8 block-1: inhibitors of human SENP8 protease. 1.2% of 330,000 active. purified SENP8, Z-RLRGG-aminoluciferin cleavage, luminescence. inhibition, % at 10 µM. Q96LD8. AID 2540; in the data active = inhibition above about 50%
Target sequence (Q96LD8 whole entry, looked up): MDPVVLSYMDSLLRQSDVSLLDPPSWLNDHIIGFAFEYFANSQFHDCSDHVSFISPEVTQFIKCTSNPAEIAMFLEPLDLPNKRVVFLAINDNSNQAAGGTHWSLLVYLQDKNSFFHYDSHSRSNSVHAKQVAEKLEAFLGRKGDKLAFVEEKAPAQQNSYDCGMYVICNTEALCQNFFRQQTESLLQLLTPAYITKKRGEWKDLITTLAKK
PfG6PD inh: PfG6PD (Plasmodium falciparum) enzyme inhibition; inhibition, % at 20 µM; PfGluPho enzyme, NADPH resazurin-diaphorase fluorescence; 0.78% of 350,000 active;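 active = inhibition reaching at least a set limit at 20 µM in the primary screen, cut at about 59% in these data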;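 also: 0% = DMSO wells with substrate and 100% = DMSO wells lacking glucose-6-phosphate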
SENP8 block-2: SENP8 (human) protease inhibition | Q96LD8 | recombinant SENP8, Nedd8 substrate fluorescence | inhibition, % at 20 µM | 0.64% of 360,000 active | AID 602440; in the data active = inhibition mostly above about 40%, no sharp cut-off; inactive = mostly below about 27%
SENP7 block: blocks the human protease SENP7; Q9BQF6; recombinant SENP7, Z-RLRGG-aminoluciferin luminescence, 40 min; inhibition, % at 5 µM; 1.5% of 330,000 active; AID 434973;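 active = inhibition above about 50% at the single test dose, limit read from the data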;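 also: plate controls were DMSO with enzyme for no effect and no enzyme buffer wells for full effect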
Numbers without * were called inactive; . = not tested or not shown.

SMILES	HKDC1 inhibitor	beta cell repl	UBC13 polyUb	SENP1 inh	SENP6 inh	SENP8 block-1	PfG6PD inh	SENP8 block-2	SENP7 block
CC(C)(C)C(=O)N1CCC(O)(CS(=O)(=O)c2ccc(Cl)c(Cl)c2)CC1	-5	-1	18	3	8	7	-6	10	-7
Cc1oc2c(c(C)cc3oc(=O)c(CC(=O)N[C@H](C(=O)O)C(C)C)c(C)c32)c1C	1	-1	-3	-3	-14	13	-3	-317	3
Cc1c(C(=O)Nc2cccc(Cl)c2)oc2ccc(S(=O)(=O)N3CCC4(CC3)OCCO4)cc12	13	-5	5	1	-1	0	1	-1	-2
O=C(Nc1nc(-c2ccc3c(c2)OCO3)cs1)C1CC1	-3	-3	13	1	-9	-11	26	5	11
COc1ccccc1-n1c(C)nnc1SCC(=O)NCc1ccccc1	0	-2	3	-3	-2	6	9	2	4
NC(=O)Cc1nc2scc(-c3ccc(Cl)cc3)c2c(=O)[nH]1	-1	0	-7	-45	-10	-3	-1	-39	-2
O=C(O)CCCN1C(=O)NC2NC(=O)NC21 (stereo not drawn)	-9	-3	-1	0	-10	5	-27	10	1
O=C(O)c1ccc(NCc2cccnc2)cc1	-6	-2	3	1	-28	5	-1	6	6
COc1cc(OC)cc(-c2c(-c3ccsc3)c3cc(Br)ccc3n2C)c1	0	-6	-8	-5	-14	-3	-33	-308	-4
COc1ccc(NC(=O)N2CCCC2C(=O)NCCc2ccccc2)cc1 (stereo not drawn)	5	-3	-2	1	-2	8	-15	30	1
CCOC(=O)c1cn2c(C)cccc2n1	-9	1	5	2	-9	-4	3	-5	7
Cc1cc(OCC(=O)NNC(=O)c2cccs2)ccc1Br	-2	3	2	1	22	2	-3	-7	2
Cc1ccc(NC(=O)NC2CC(=O)N(c3ccc4c(c3)OCCO4)C2)c(C)c1 (stereo not drawn)	-5	4	0	2	-11	-4	0	11	-2
CC(=O)c1ccc(NC(=O)Cn2cnc(S(=O)(=O)N3CCCCC3)c2)cc1	-9	-4	-14	1	-7	4	3	11	-15
CC(=O)OCCN(CCCn1c(-c2ccncc2)nc2ccccc21)c1nc(-c2ccc(C)cc2)cs1	-4	-2	10	0	-8	-4	12	-1	3
O=C1NC(Cc2ccccc2)c2nc3cc(F)ccc3c(=O)n2-c2ccccc21 (stereo not drawn)	.	-1	16	.	-15	13	.	.	-3
CCOc1cc2[nH]c(=S)n(CCC(=O)NCc3ccc(OC)cc3)c(=O)c2cc1OCC	-2	-4	-8	1	-21	6	-32	5	3
CN(CC(=O)Nc1ccccc1C(F)(F)F)C(=O)c1cc(Cl)nc2ccccc12	3	-2	4	0	-11	-5	3	-43	-16
Cc1sc2nc(CSCC(=O)N(C)c3ccccc3)[nH]c(=O)c2c1C	-9	-1	4	-13	5	3	14	-190	1
O=C(NCC(=O)N1CCN(c2ccccc2O)CC1)c1ccc(Br)o1	7	0	-1	1	-6	-5	-5	18	-10
C/C(N)=C(/C#N)C(=O)COc1ncnc2ccccc12	5	-2	9	-1	2	-1	5	4	1
CCCCS(=O)CC(O)COc1ccc(C(C)(C)C)cc1 (stereo not drawn)	-7	-3	-9	2	-18	-3	-7	9	-9
O=C(CCS(=O)(=O)c1ccccc1)N1CCN(c2ccccc2)CC1	-4	-1	1	1	-2	1	-3	15	2
CCOc1ccc(NS(=O)(=O)c2ccc(C(=O)N3CCCCCC3)cc2)cc1	-4	-4	-9	-1	5	3	-2	4	-3
O=C(CSc1nc2cc(Cl)ccc2c(=O)n1Cc1ccco1)Nc1ccc(S(=O)(=O)N2CCOCC2)cc1	-5	0	-4	-3	-13	-10	-5	-3	-6
Cc1cccc(C)c1NC(=O)CN(C)C(=O)c1ccc(COc2ccccc2)cc1	-1	-2	-4	-3	5	1	5	-10	9
CCC(C)(C)n1nnnc1C(c1ccc(Cl)cc1)N1CCN(C)CC1 (stereo not drawn)	-2	1	-2	1	-7	-4	1	26	8
CCN(CC)c1ccc(/C=N/N2CCN(Cc3ccccc3Cl)CC2)cc1	5	-3	-3	2	-23	-4	11	15	1
Cn1nc(NC(=O)CC23CC4CC(CC(C4)C2)C3)c2c(F)cccc21	4	2	-7	-2	6	6	-18	16	-4
CC(=O)c1ccc(NC(=O)c2ccc(S(=O)(=O)c3ccccc3)cc2)cc1	-9	0	2	5	14	-1	-11	12	0
COC(=O)c1ccc(C(=O)N=c2sccn2C)cc1	-3	-2	4	-1	55*	35	13	-22	52*
CCCc1nc2nc(C)c(NS(=O)(=O)c3ccc4c(c3)CCCC4)c(=O)n2[nH]1	-2	0	2	1	-17	1	-11	8	-7
Cc1cc(N2C(=O)C(O)=C(C(=O)c3ccc(C)o3)C2c2ccc(OCc3ccccc3)cc2)no1 (stereo not drawn)	3	-3	-17	-19	19	3	-37	-26	5
COc1ccc(N2C(=O)[C@@H]3[C@H](C2=O)[C@H]2c4ccccc4C=CN2[C@@H]3C(C)=O)cc1	0	.	.	-19	.	.	-5	63*	.
O=C(NC(=S)Nc1ccccc1N1CCOCC1)c1ccc(-c2cccc(Cl)c2)o1	16	0	-20	0	-15	-11	12	16	-8
CCOC(=O)c1cnc2c(Cl)cccc2c1NCCN(C)C	-1	0	4	-3	-11	-6	-3	-21	-4
COc1ccc2c(c1)c([C@@H]1[C@H](C)[C@H]3CCCC[C@H]3CN1S(=O)(=O)c1ccc(C)cc1)cn2C	10	.	.	0	.	.	6	0	9
O=c1[nH]c2cnccc2n1-c1ccccc1	-5	-1	-3	-1	-11	-9	11	0	-10
Cc1ccc(C(=O)OCC(=O)N(C)c2ccccc2)cc1C	-1	-2	2	1	-5	5	-22	19	-3
COc1ccc(Br)c(-c2nnc(CS(=O)(=O)c3ccccc3)o2)c1	-6	0	9	-1	10	-3	17	17	-12

Reprinted from the entries so far, two compounds:
SMILES	HKDC1 inhibitor	beta cell repl	UBC13 polyUb	SENP1 inh	SENP6 inh	SENP8 block-1	PfG6PD inh	SENP8 block-2	SENP7 block
COC(=O)c1ccc(C(=O)N=c2sccn2C)cc1	-3	-2	4	-1	55*	35	13	-22	52*
CCCc1nc2nc(C)c(NS(=O)(=O)c3ccc4c(c3)CCCC4)c(=O)n2[nH]1	-2	0	2	1	-17	1	-11	8	-7

Further records
SMILES	HKDC1 inhibitor	beta cell repl	UBC13 polyUb	SENP1 inh	SENP6 inh	SENP8 block-1	PfG6PD inh	SENP8 block-2	SENP7 block
CCC[C@@H]1C[C@@]1(CCC)[C@@H](NC(=O)c1ccccc1)c1ccc(C(=O)OC)cc1	-2	-8	-6	2	-16	1	23	10	-6
COc1ccc(CC(=O)Nc2ccc(C)c(S(=O)(=O)N3CCCCCC3)c2)cc1	0	-1	7	1	-6	0	-7	-6	3
COc1cccc(/C=N/NC(=O)CC(=O)NCCc2ccccc2)c1OC	-10	-2	-3	1	-20	-10	22	-50	-12
CCCOCCOC(=O)C1=C(C)NC(=O)NC1c1cc(Cl)c(O)c(OC)c1 (stereo not drawn)	-6	0	-7	7	-19	1	6	12	3
CCOC(=O)c1ccc(NC(=O)CSc2nnc(C3CCCCC3)n2C)cc1	-1	0	4	1	-8	0	5	8	-7
CCCC(=O)NCCc1cc2ccc(C)c(C)c2[nH]c1=O	-6	-1	0	0	6	2	-5	-77	-2
Cc1ccc(CCNC(=O)c2cc(S(=O)(=O)N3CCOCC3)cn2C)cc1	-5	0	-8	1	-12	1	-8	14	-2
O=C(Cc1ccc(-c2ccccc2)cc1)NCCN1CCOCC1	5	0	0	0	-2	7	-15	11	-2
C=CCn1c(CSCc2ccccc2)nnc1SCC(=O)N1CCN(c2ccccc2)CC1	11	0	4	-1	17	-3	-9	8	2
C=CCOc1ccc(C2C(C(=O)c3ccco3)=C(O)C(=O)N2c2nnc(C)s2)cc1 (stereo not drawn)	8	-4	1	18	-1	7	4	-38	6
CS/C(N)=N/N=C/c1cc(Br)cc(Br)c1O	-21	-6	12	-55	-10	-3	-21	-37	5
CCOc1ccc(C(CCc2ccccc2)NC(=O)c2ccc(OC)c(OC)c2)cc1OCC (stereo not drawn)	2	-3	2	0	-17	1	10	5	8
O=C(Cc1ccc(F)cc1)OCN1C(=O)c2ccccc2C1=O	-4	5	-1	4	-16	-13	-3	5	-10
COc1ccc(S(=O)(=O)N2CCOCC2)cc1NC(=O)c1ccc(OCC(C)C)c(OC)c1	1	3	4	-1	-4	5	-2	14	-2
COc1ccc(/C=N/NC(=O)CCc2c(C)n[nH]c2C)cc1OC	-1	0	4	0	-20	-1	-4	15	-4
CCN(CC(=O)Nc1ccc(N2CCOCC2)cc1)CC(=O)NC(C)(C)C	-5	1	0	1	-8	-1	-1	23	4
Cc1ccc(NC(=O)CN(C)C(=O)COC(=O)CNS(=O)(=O)c2ccc(Br)cc2Cl)cc1	-2	-1	9	3	-2	-2	5	8	-5
O=C(NC1(C(F)(F)F)NC(=O)N(Cc2ccco2)C1=O)c1cccnc1 (stereo not drawn)	6	1	0	-2	-6	-7	-20	6	9
O=C(CN1CCCCC1)Nc1cccc([N+](=O)[O-])c1	-3	2	3	-1	5	-2	-7	19	5
COc1ccccc1OCCC(=O)OCC(=O)c1c(N)n(C)c(=O)n(C)c1=O	-1	2	2	2	3	13	-7	10	3

Results in UBC13 polyUb and PfG6PD inh, for some of the entries so far:
canonical_smiles	UBC13 polyUb	PfG6PD inh
CCN(CC(=O)Nc1ccc(N2CCOCC2)cc1)CC(=O)NC(C)(C)C	0	-1
O=C(Cc1ccc(F)cc1)OCN1C(=O)c2ccccc2C1=O	-1	-3
O=C(NC1(C(F)(F)F)NC(=O)N(Cc2ccco2)C1=O)c1cccnc1 (stereo not drawn)	0	-20

Next structures follow:
SMILES	HKDC1 inhibitor	beta cell repl	UBC13 polyUb	SENP1 inh	SENP6 inh	SENP8 block-1	PfG6PD inh	SENP8 block-2	SENP7 block
COc1cccc(NC(=O)N2CCCC(C(=O)NCc3ccc(F)cc3)C2)c1 (stereo not drawn)	2	-1	5	-1	-7	-3	4	14	-12
COc1ccc(C(NCC(=O)NC(C)c2ccc(Cl)cc2)c2ccccc2)cc1 (stereo not drawn)	1	-6	4	0	-11	-3	10	10	-5
O=C(COc1ncnc2scc(-c3ccc(F)cc3)c12)NCc1ccco1	-4	-1	-14	-3	-7	-9	15	4	-7
CC[N+](C)(CC)CCC/C(=N/O)C(O)(c1ccccc1)c1ccccc1	-6	-1	2	0	-12	-7	3	18	16
COC(=O)/C(=C/Nc1ccc(O)cc1)[N+](=O)[O-]	8	-5	-1	1	-6	-31	23	74*	18
CCN(CC)Cc1cc2ccccc2c2c1COC2	5	-1	8	0	6	4	1	10	1
Cc1nnc(SCCn2c(N3CCCC(C)C3)nc3c2c(=O)n(C)c(=O)n3C)s1 (stereo not drawn)	-3	4	-9	2	-14	-7	-14	9	14
CN1CCN(CC(=O)Nc2ccc(OCc3ccccc3)cc2)CC1	.	0	1	.	-39	-7	.	.	-2
O=C(Nc1ccc(Cl)cc1)OCc1cn(-c2ccccc2)nn1	-10	-2	3	2	8	1	7	7	10
C/C(Cc1ccccc1)=N\NC(=O)CNC(=O)c1ccccc1	-5	-3	-11	1	-9	-13	-2	7	-11
CC(=O)Nc1ccc(S(=O)(=O)NNC(=O)COc2ccc(C)cc2)cc1	-8	1	-1	-9	21	1	-13	8	9
O=C(O)c1nnn(-c2cc(C(F)(F)F)cc(C(F)(F)F)c2)c1-c1ccccc1	-1	-2	-14	2	-8	-11	-15	5	-9
Cc1nn(-c2ccccc2)c(C)c1NC(=O)COC(=O)Cc1ccccc1F	-4	1	3	4	16	18	-14	-2	-10
O=C(C1CCCN(S(=O)(=O)c2ccccc2)C1)N1CCCCCC1 (stereo not drawn)	0	0	2	2	-12	-7	-14	11	5

An unsorted share of the library; 4% or so of the library scored in one or more.
